High-throughput results: PubChem, National Center for Advancing Translational Sciences (NCATS)
FLuc counter – firefly luciferase modulation, counter-screen for miR-21 project. P08659. purified FLuc, Km substrates, luminescence inhibition. Potency, µM (titrated, usually from 57.5 µM), inactives show at the top dose activity change, negative = inhibition, hits mostly inhibitors. actives 6.9% (n = 360,000). AID 588342; active = well fitted inhibition curve with a large enough effect; inconclusive = small, poorly fitted or top-dose-only effect;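 note: plate controls were vehicle for no effect and reference inhibitor for full effect; nearly all actives have a fitted effect of over 55% in size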
Target sequence (P08659 whole entry, looked up): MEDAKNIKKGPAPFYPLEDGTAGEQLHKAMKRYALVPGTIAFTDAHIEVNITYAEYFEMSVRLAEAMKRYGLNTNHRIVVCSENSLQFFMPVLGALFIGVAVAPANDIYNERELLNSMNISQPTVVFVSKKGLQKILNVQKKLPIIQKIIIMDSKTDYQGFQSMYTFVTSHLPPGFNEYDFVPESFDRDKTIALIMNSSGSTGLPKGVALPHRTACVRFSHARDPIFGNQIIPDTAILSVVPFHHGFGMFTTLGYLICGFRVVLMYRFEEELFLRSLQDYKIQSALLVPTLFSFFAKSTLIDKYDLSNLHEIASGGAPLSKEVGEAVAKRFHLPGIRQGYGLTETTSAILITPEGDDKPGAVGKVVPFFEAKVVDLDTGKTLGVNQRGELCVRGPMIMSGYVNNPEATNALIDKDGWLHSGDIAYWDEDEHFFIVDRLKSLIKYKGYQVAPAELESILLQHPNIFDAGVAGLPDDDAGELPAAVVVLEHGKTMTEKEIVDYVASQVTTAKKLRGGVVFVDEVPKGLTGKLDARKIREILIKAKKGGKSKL
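Biochemical qHTS of compounds, final roughly 60 µM downward over six points, against 10 nM purified firefly luciferase using Km concentrations of substrates (10 uM D-luciferin, 10 uM ATP) in Tris acetate pH 7.5 buffer; luminescence output.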
* hit, by the source's call; ? = inconclusive. Potency is the fitted concentration of half-maximal effect. Only part of the results is shown. The share of hits here may be higher or lower than overall.

SMILES	FLuc counter
CCC(=O)Nc1nnc(S(=O)(=O)N(C)Cc2ccccc2)s1	-15%
CCCc1nnc(NC(=O)Nc2ccccc2Cl)s1	?
O=C(c1ccccc1)N1c2ncnn2C2(CCCCC2)[C@@H]2CCCC[C@@H]21	-10%
COc1cc(NC(=O)CCc2c(C)nc3c(c(C)nn3-c3ccccc3)c2C)cc(OC)c1OC	0%
COc1ccc(F)cc1S(=O)(=O)NCC(c1ccco1)S(=O)(=O)c1cccs1 (centres undefined)	-1%
Cc1cccc(OCC(=O)Nc2ccccc2C(=O)OCc2cc(=O)n3ccsc3n2)c1	-14%
CCCN(C(=O)COc1cc(=O)n(CC)c2ccccc12)c1ccc(C(C)C)cc1	-18%
COc1cccc(N2CC(NC(=O)CCCc3ccccc3)CC2=O)c1 (centres undefined)	0%
COc1ccc(CNC(=O)CCS(=O)(=O)c2cc(Br)cc3c2N(C(C)=O)C(C)C3)cc1 (centres undefined)	-13%
COc1cc(OC)c(NC(=O)Cn2ncn3c(cc4cc(C)ccc43)c2=O)cc1Cl	6%
O=c1c(-c2cc(-c3ccccc3)nc3c2COc2ccc(Cl)cc2-3)coc2ccc(F)cc12	0%
Cc1ccc(CSc2nncn3c2cc2sccc23)cc1	0%
CC(C)c1nn2c(=O)cc(COC(=O)c3ccc(NC(=O)CCc4ccccc4)cc3)nc2s1	0%
COc1ccc(CNC(=O)CSc2ncc3c(n2)-c2ccc(Cl)cc2N(Cc2ccccc2)S3(=O)=O)cc1	-1%
Cc1sc(C2C(C#N)=C(N)N(c3ccc(Cl)cc3)C3=C2C(=O)CCC3)cc1CN1CCOCC1 (centres undefined)	0%
O=C(Cn1cc(C(=O)C2CCCCC2)c2ccccc21)Nc1ccccc1Cl	-2%
Cc1ccc(C)n1-c1c(C(=O)NCCC(C)C)sc2ncccc12	-12%
O=C(COc1ccccc1[N+](=O)[O-])Nc1cccc(-c2nc3ccccc3s2)c1	?
O=S(=O)(Nc1ccc(F)cc1F)c1ccc(-n2cccn2)cc1	?
Cc1cccc(-c2nc3c4ccccc4nc(NCc4ccc(Cl)cc4)n3n2)c1	-11%
O=C(Cn1c(-c2cccs2)cc2cc(Cl)ccc21)NCc1ccccc1	-1%
COc1cccc(-n2c(=O)c3sc4ccccc4c3n(CC(=O)Nc3cccc(Cl)c3)c2=O)c1	2%
CCC(C)NC(=O)c1ccc2c(c1)sc1nc(-c3ccc(OC)cc3)cn12 (centres undefined)	3%
Cc1cc(N2CCN(c3cccc(C)c3C)CC2)n2cnnc2n1	-8%
Cc1ccc(CNC(=O)c2nc(-c3ccc(Cl)cc3)n3c2CCCCC3)cc1	-12%
COc1ccc(Cn2c(=O)c3oc4ccccc4c3n(Cc3ccc(Cl)cc3)c2=O)cc1	-2%
CCC(Sc1nnc2c(n1)[nH]c1ccccc12)C(=O)Nc1ccccc1OC (centres undefined)	?
Cc1cc(NC(=O)CCS(=O)(=O)c2cc(Br)cc3c2N(C(=O)C2CC2)CC3)ccc1Br	-11%
O=C(CSc1c2c(nc3cc(Cl)ccc13)CCCC2)N1CCN(c2ccccc2)CC1	1%
CC1CCc2c(sc3nnn(Cc4ccccc4)c(=O)c23)C1 (centres undefined)	0%
Cc1ccc(-n2c(=O)[nH]c3sc4c(c3c2=O)CCCC4)cc1	?
COc1ccc(CCNC(=O)CS(=O)Cc2nc(-c3ccc(C)cc3)oc2C)c(OC)c1 (centres undefined)	-17%
CCOC(=O)C1=C(CS(=O)(=O)c2cccc(C(F)(F)F)c2)NC(=O)NC1c1cccc(OC)c1 (centres undefined)	-9%
Cc1ccc(-c2cn3cccc(C)c3n2)cc1NS(=O)(=O)c1ccccc1	17µM*
CC(=O)N1CCc2c(sc3c2c(=O)n(-c2cc(Cl)ccc2C)c(=O)n3Cc2ccccc2F)C1	2%
COc1ccc(-c2nc3scc(CCNS(=O)(=O)c4cccc(C(C)=O)c4)n3n2)cc1	?
CC(C)N(Cc1nc(-c2ccc(Cl)cc2)no1)C(=O)c1ccco1	-6%
Cc1ccc(NC(=O)CSc2nnc3[nH]c(=O)cc(-c4ccccc4)n23)cc1Cl	0.67µM*
Cc1ccc2nc(CSc3nnc(NC(=O)c4cccc(Br)c4)s3)cc(=O)n2c1	?
COc1ccc(-c2nn(CC(=O)Nc3ccccc3F)c3c2cnc2ccc(F)cc23)cc1	6%
COc1ccccc1OCC(=O)Nc1cc(-c2ccc(C)cc2)no1	-2%
O=C(Nc1ccc2oc(-c3cccnc3)nc2c1)c1ccc(-c2cccc(Cl)c2)o1	-12%
COc1ccc(NC(=O)CSCc2cc(=O)c3cc(Cl)ccc3[nH]2)cc1	-8%
COC(=O)c1cccnc1-n1c(=O)c2cccnc2n(CC(=O)Nc2c(C)cc(C)cc2C)c1=O	-1%
COC(=O)c1c(-c2cccs2)csc1NC(=O)c1ccc(Cl)cc1	?
CCCN1C(=O)c2ccccc2CC1(C)C(=O)NC1CCCCC1 (centres undefined)	-2%
CC(C)(C)C(=O)NC1CC(=O)N(c2ccc3c(c2)OCCO3)C1 (centres undefined)	-5%
Cc1ccn2c(Nc3ccc(F)cc3)c(-c3ccccn3)nc2c1	-6%
O=C1C(=O)N(C2CCN(C(=O)c3cccc(Cl)c3)CC2)CCN1Cc1ccc(F)cc1	3%
CCOC(=O)c1c(-c2ccc(OC)cc2)oc2ccc(OCc3ccccc3C)cc12	-2%
Cc1ccc(NC(=O)CN2C(=O)CCc3cc(S(=O)(=O)N4CCOCC4)ccc32)c(C)c1	-2%
Cc1ccc(NC(=O)N(Cc2c[nH]c3ccccc23)C2CCCCCC2)cc1C	-8%
Cc1cc(C)cc(NC(=O)CSc2nnc(CNC(=O)c3c(F)cccc3Cl)o2)c1	?
Cc1ccc2c(CC(=O)Nc3ccccc3C(F)(F)F)coc2c1C	6%
Cc1ccc(C(=O)c2cn(Cc3cccc(C)c3)c3nc(C)ccc3c2=O)cc1	2%
COc1cc(NC(=O)CSc2nc3nc(C)c(Cc4ccccc4)c(C)n3n2)cc(OC)c1	0%
Cc1ccccc1CNC(=O)CN1C(=O)CSc2ccc(S(=O)(=O)N(C)C)cc21	-3%
Cc1ccc(-n2c(-c3ccco3)nc3c(cnn3-c3ccccc3Cl)c2=O)cc1	-2%
Cc1ccc(CN2C(=O)N(c3ccc(C)c(Cl)c3)S(=O)(=O)c3ccccc32)cc1	-2%
O=C(OCc1cc(=O)n2nc(-c3cccs3)sc2n1)c1cccc(Cl)c1	-1%

The results go on:
SMILES	FLuc counter
Cc1ccc(Nc2ncnc3c2nc2n3CCCC2)cc1F	13µM*
N#Cc1cccc(NC(=O)CCNS(=O)(=O)c2ccc3c(c2)CCN3C(=O)C2CC2)c1	0%
O=C(CC(=O)Nc1ccccc1F)Nc1ccc2nc3n(c(=O)c2c1)CCCCC3	?
CCCc1cc(=O)oc2cc(C)c3c(-c4ccccc4)coc3c12	?
COc1ccc(-c2cc(C(=O)Oc3ccc(C)cc3)c3ccccc3n2)cc1	?
CCc1c(C)sc2c1CCN(C(=O)Nc1ccccc1C(=O)OC)C2c1ccc(OC)cc1 (centres undefined)	-1%
COc1cc(C(=O)N2CCNC(=O)C2CC(=O)Nc2ccc(C)c(C)c2)cc(OC)c1OC (centres undefined)	6%
COc1ccccc1N1CCN(C(CNC(=O)C(=O)NCCc2ccccc2)c2cccnc2)CC1 (centres undefined)	-13%
CC(=O)c1ccc(NC(=O)CN2C(=O)CN(C)C(=O)c3ccccc32)cc1	-1%
Cc1ccc(NC(=O)Nc2nc3c(s2)CCCCCC3)cc1C	-1%
Cn1cc(S(=O)(=O)c2ccccc2)c(=O)c2cc(F)c(N3CCCC3)cc21	-3%
Cc1ccc(NC(=O)c2c(NC(=O)c3ccco3)sc3c2CCC(C(C)(C)C)C3)c(C)c1 (centres undefined)	-2%
CNS(=O)(=O)c1cn(CC(=O)Nc2ccc(C)cc2C)cc1S(=O)(=O)NC	0%
CCOC(=O)c1ccc(N2C(=O)c3n[nH]c(C)c3C2c2cccc(Br)c2)cc1 (centres undefined)	-11%
CCOc1ccc(NC(=O)c2cc3c(n(-c4ccc(OC)cc4)c2=O)CC(C)(C)CC3=O)cc1	0%
CCCn1c2ccccc2c2cnn(CC(=O)Nc3cc(OC)c(OC)c(OC)c3)c(=O)c21	-17%
COc1ccc(N(CC(=O)Nc2ccc(Cl)cc2C)S(=O)(=O)c2ccccc2)c(OC)c1	-3%
COc1ccc(-c2onc(C)c2C)cc1S(=O)(=O)N1CCN(c2cc(C)ccc2C)CC1	-2%
Cc1ccc(-c2nc3ncccc3o2)cc1NC(=O)c1cccc(OCC(C)C)c1	-5%
COc1ccc(CNC(=O)C2CCN(Cc3nc(-c4ccc(OC)c(OC)c4)oc3C)CC2)cc1	4%
COc1ccc(-c2nnc(SCC(=O)Nc3ccccc3C)o2)cc1OC	6%
O=C(Nc1ccc(N2CCC(N3CCCCC3)CC2)c(C(=O)O)c1)c1ccccc1	1%
CCc1ccc(OC(=O)c2sc3ncn(Cc4cccc(F)c4)c(=O)c3c2C)cc1	-9%
Cc1ccc(Cl)cc1-n1ncc2c(NC3CCCCCC3)ncnc21	0%
COc1cc(OC)c(OC)cc1CN1CCc2nc(N3CCN(c4ncccn4)CC3)ncc2C1	-3%
Cc1cccc(N2CCN(C(=O)Nc3ccc(F)cc3)CC2C)c1 (centres undefined)	3%
Cc1ccc(NC(=O)c2c(NC(=O)c3ccccc3)sc3c2CCC3)cc1	?
Cc1ccc(C)c(NC(=O)CCCn2c(C)c3cnn(-c4ccccc4)c(=O)c3c2C)c1	-3%
CCOc1ccc(C(c2c(C)[nH]n(-c3ccccc3)c2=O)c2c(C)[nH]n(-c3ccccc3)c2=O)cc1OC	3µM*
COc1ccc(CCNC(=O)CCCn2c(=O)c3ccccc3n(CC(=O)Nc3ccccc3C)c2=O)cc1OC	-2%
Cc1ccc(S(=O)(=O)c2cn(Cc3ccccc3)c3cc(N4CCCCC4)c(F)cc3c2=O)cc1	-2%
CCc1c(C)sc2c1CCN(C(=O)Nc1cc(C)cc(C)c1)C2c1ccccc1 (centres undefined)	0%
Cc1ccccc1NCc1cccn1-c1nnc(N2CCOCC2)s1	-2%
CC(C)CC(=O)Nc1c(C(=O)N2CCN(c3ccccc3F)CC2)oc2ccccc12	-15%
Cc1cc(C(=O)N2CCN(c3ccccc3F)CC2)c2c(C)nn(-c3ccccc3)c2n1	4%
COc1ccc(-c2nc3sc(CCNS(=O)(=O)c4ccccc4)c(C)n3n2)cc1	?
CCCOc1ccc(NC(=O)CC2C(=O)N(c3ccc(C)cc3)C(=O)N2CCc2ccncc2)cc1 (centres undefined)	6%
Cc1ccccc1-n1c(SCC(=O)Nc2ccc(Cl)cc2Cl)nc(O)cc1=O	?
CCc1ccc(S(=O)(=O)Nc2cc3c(cc2C)n(C)c(=O)c(=O)n3C)cc1	-11%
CCN(CC)c1ncnc2c1cnn2-c1cc(Cl)ccc1C	4%
Cc1cccc(N2CCN(S(=O)(=O)c3ccc(-c4cc(C(F)(F)F)on4)s3)CC2)c1C	-6%
CC(C)c1nn2c(=O)cc(COC(=O)C3CCCCC3)nc2s1	24µM*
Cc1cc(C)c(/C=C/c2onc(C)c2S(=O)(=O)N2CCC(C(=O)NCc3ccco3)CC2)c(C)c1	-8%
CCOC(=O)c1c(C)c(-c2ccccc2)n(CC(=O)Nc2cccc(F)c2)c1C	-12%
CC(C)OCCCN1C(=O)c2[nH]nc(-c3ccccc3O)c2C1c1ccc(OCc2ccccc2)cc1 (centres undefined)	3%
COc1ccc(Nc2c(-c3ccccn3)nc3ccc(Cl)cn23)cc1	3%
Cc1cc(C)cc(Nc2nc3ccccc3n3cnnc23)c1	-15%
CCOc1ccc(-c2cn3c(n2)sc2cc(C(=O)NCCC4=CCCCC4)ccc23)cc1	-5%
CCOc1ccc(/C=C/c2nc(C#N)c(N3CCC(C)CC3)o2)cc1	4%
COc1ccc(CC(=O)N2CCc3cc(OC)c(OC)cc3C2COc2ccc(F)cc2)cc1OC (centres undefined)	0%

By substructure, the compounds so far with a thiophene ring, fused or not.
SMILES	FLuc counter
COc1ccc(F)cc1S(=O)(=O)NCC(c1ccco1)S(=O)(=O)c1cccs1 (centres undefined)	-1%
Cc1ccc(CSc2nncn3c2cc2sccc23)cc1	0%
Cc1sc(C2C(C#N)=C(N)N(c3ccc(Cl)cc3)C3=C2C(=O)CCC3)cc1CN1CCOCC1 (centres undefined)	0%
Cc1ccc(C)n1-c1c(C(=O)NCCC(C)C)sc2ncccc12	-12%
O=C(Cn1c(-c2cccs2)cc2cc(Cl)ccc21)NCc1ccccc1	-1%
COc1cccc(-n2c(=O)c3sc4ccccc4c3n(CC(=O)Nc3cccc(Cl)c3)c2=O)c1	2%
CC1CCc2c(sc3nnn(Cc4ccccc4)c(=O)c23)C1 (centres undefined)	0%
Cc1ccc(-n2c(=O)[nH]c3sc4c(c3c2=O)CCCC4)cc1	?
CC(=O)N1CCc2c(sc3c2c(=O)n(-c2cc(Cl)ccc2C)c(=O)n3Cc2ccccc2F)C1	2%
COC(=O)c1c(-c2cccs2)csc1NC(=O)c1ccc(Cl)cc1	?
O=C(OCc1cc(=O)n2nc(-c3cccs3)sc2n1)c1cccc(Cl)c1	-1%
CCc1c(C)sc2c1CCN(C(=O)Nc1ccccc1C(=O)OC)C2c1ccc(OC)cc1 (centres undefined)	-1%
Cc1ccc(NC(=O)c2c(NC(=O)c3ccco3)sc3c2CCC(C(C)(C)C)C3)c(C)c1 (centres undefined)	-2%
CCc1ccc(OC(=O)c2sc3ncn(Cc4cccc(F)c4)c(=O)c3c2C)cc1	-9%
Cc1ccc(NC(=O)c2c(NC(=O)c3ccccc3)sc3c2CCC3)cc1	?
CCc1c(C)sc2c1CCN(C(=O)Nc1cc(C)cc(C)c1)C2c1ccccc1 (centres undefined)	0%
Cc1cccc(N2CCN(S(=O)(=O)c3ccc(-c4cc(C(F)(F)F)on4)s3)CC2)c1C	-6%
